Assay outcomes as filed in PubChem.
Fam108B counter – blocks mouse Fam108B hydrolase in RBBP9 counter-screen. recombinant Fam108B, FP-Rh probe fluorescence polarization. inhibition, % at 9.51 µM. actives 0.33% (n = 300,000);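 active = inhibition above the screen mean inhibition plus 3 SD, computed separately per campaign, cut at about 18% in these data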;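 also: inhibitors lower polarization as less probe binds the enzyme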
GSTO1 counter – GSTO1 inhibition, counter-screen for RBBP9 inhibitors. actives 1.1% (n = 300,000). inhibition, % at 5.96 µM. recombinant GSTO1, activity-based probe fluorescence polarization. P78417;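 active = inhibition above the campaign mean inhibition plus 3 SD, cut at about 35% in these data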;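 also: 0% = GSTO1-1 with DMSO and 100% = wells lacking GSTO1-1 enzyme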
Bcl-xL primary – inhibitors of human Bcl-xL; Q07817; GST-Bcl-xL / FITC-Bim BH3 peptide fluorescence polarization; inhibition, % at 10.9 µM; actives 0.7% (n = 320,000);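 active = inhibition above the mean of all tested compounds plus 3 SD, cutoff set per campaign, cut at about 30% in these data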;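 also: 0% = DMSO wells and 100% = unlabeled Bim-BH3 peptide competitor; inhibitors lower millipolarization by displacing the labeled peptide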
Target sequence (Q07817 whole entry, looked up): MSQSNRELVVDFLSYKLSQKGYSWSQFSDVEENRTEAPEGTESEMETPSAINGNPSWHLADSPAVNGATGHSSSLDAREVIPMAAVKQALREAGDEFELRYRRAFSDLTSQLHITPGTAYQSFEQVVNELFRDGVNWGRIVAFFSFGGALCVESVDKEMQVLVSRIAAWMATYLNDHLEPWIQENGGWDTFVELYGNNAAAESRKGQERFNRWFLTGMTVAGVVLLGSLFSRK
PME-1 primary – PME-1 (human) inhibition; inhibition, % at 5.9 µM; Q9Y570; recombinant PME-1, FP-Rh probe fluorescence polarization; AID 2130; actives 0.53% (n = 320,000);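 active = inhibition above the campaign mean of all compounds plus 3 SD, cut at about 26% in these data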;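 also: competitive labeling of PME-1 active site by serine hydrolase directed probe; 0% = PME-1 with DMSO and 100% = wells lacking PME-1 enzyme; inhibitors block probe labeling so polarization falls and inhibition rises; many of its hits are not listed in these tables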
Target sequence (Q9Y570 whole entry, looked up): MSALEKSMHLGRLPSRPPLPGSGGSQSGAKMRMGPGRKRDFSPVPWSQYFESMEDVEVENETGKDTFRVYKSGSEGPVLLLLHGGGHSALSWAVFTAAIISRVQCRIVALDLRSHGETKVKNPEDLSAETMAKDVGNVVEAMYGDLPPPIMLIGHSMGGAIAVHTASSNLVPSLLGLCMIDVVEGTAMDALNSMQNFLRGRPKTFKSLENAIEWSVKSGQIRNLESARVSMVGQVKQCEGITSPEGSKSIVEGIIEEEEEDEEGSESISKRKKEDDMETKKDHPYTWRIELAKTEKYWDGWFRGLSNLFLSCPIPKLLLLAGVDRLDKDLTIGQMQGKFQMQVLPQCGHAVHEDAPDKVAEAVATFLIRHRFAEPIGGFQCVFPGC
MEX-5 binding – C. elegans MEX-5 TCR-2 RNA binding activity; MEX-5/FITC-TCR2 RNA binding, fluorescence polarization; stronger effect = lower value; activity score (negative = inhibition of binding), % at 10 µM; actives 0.38% (n = 300,000); AID 1832;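 active = inhibition past about -25% in most replicates, and total fluorescence under double the plate's negative control median, limit read from the data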;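 also: 0% = DMSO and -100% = 5 µM competing unlabeled TCR2 RNA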
TPT1 inh – C. albicans TPT1 enzyme inhibition. recombinant caTPT1, FP RNA substrate dephosphorylation. inhibition, % at 5 µM. actives 0.81% (n = 300,000);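 active = inhibition above the mean of all tested compounds plus 3 SD, set per screening campaign, cut at about 24% in these data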;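 also: plate controls were DMSO alone for no effect and ferristatin control at 100 nM for full effect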
GLD-1 TGE inh – GLD-1-TGE RNA interaction inhibition (C. elegans); Q17339; actives 0.44% (n = 320,000); inhibition, % at 5.96 µM; purified GLD-1 + fluorescein TGE RNA, fluorescence polarization;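 active = percent inhibition above a per-plate cutoff, the plate mean of test compounds plus 3 SD, cut at about 30% in these data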;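 also: 0% = DMSO wells with GLD-1 and probe and 100% = wells lacking GLD-1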
Target sequence (Q17339 whole entry, looked up): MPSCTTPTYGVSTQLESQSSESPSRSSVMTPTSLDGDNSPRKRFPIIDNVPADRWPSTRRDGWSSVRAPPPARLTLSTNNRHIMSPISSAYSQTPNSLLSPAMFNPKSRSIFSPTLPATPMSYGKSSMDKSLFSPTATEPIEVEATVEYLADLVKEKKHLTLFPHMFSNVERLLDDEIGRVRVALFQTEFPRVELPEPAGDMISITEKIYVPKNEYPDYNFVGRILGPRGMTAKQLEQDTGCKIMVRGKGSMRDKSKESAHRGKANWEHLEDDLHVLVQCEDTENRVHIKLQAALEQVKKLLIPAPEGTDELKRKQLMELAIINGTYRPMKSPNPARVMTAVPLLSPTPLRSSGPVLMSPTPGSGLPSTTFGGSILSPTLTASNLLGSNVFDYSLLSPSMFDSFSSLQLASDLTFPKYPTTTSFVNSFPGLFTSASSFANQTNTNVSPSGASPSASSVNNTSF
MCL1 BIM primary – inhibitors of human MCL1 binding to BIM-BH3 peptide; Q07820; GST-MCL1 / FITC-Bim-BH3 fluorescence polarization; inhibition, % at 10.9 µM; actives 0.68% (n = 320,000); AID 2057;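 active = inhibition above the mean inhibition of all tested compounds plus 3 SD, set per campaign, cut at about 40% in these data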;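 also: 0% = DMSO wells and 100% = unlabeled Bim-BH3 peptide control; higher means more loss of mP so more displacement of Bim peptide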
PAD4 FP inh – blocks human protein arginine deiminase 4; AID 485272; inhibition, % at 6.36 µM; Q9UM07; actives 0.41% (n = 330,000); recombinant PAD4, RCA probe fluorescence polarization;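 active = percent inhibition above a cutoff equal to the mean of all tested compounds plus 3 SD, cut at about 15% in these data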;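 also: 0% = PAD4 with RCA probe and DMSO and 100% = probe without PAD4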
* hit, by the source's call; . = no result given.

SMILES	Fam108B counter	GSTO1 counter	Bcl-xL primary	PME-1 primary	MEX-5 binding	TPT1 inh	GLD-1 TGE inh	MCL1 BIM primary	PAD4 FP inh
CC1CCN(C(=O)c2ccccc2NC(=O)c2cccc(S(=O)(=O)N(C)C)c2)CC1	5	3	2	3	-0.7	-1	4	-3	-1
O=C(Nc1ccc2c(c1)OCO2)c1cc(C2CC2)on1	-3	6	3	-2	2.0	1	6	5	0
COc1ccc(NC(=O)Cc2ccc(Cl)cc2)cc1S(=O)(=O)N1CCCCC1	.	.	-8	-1	.	.	2	-17	-1
COc1ccc(COC(=O)c2ccc(S(=O)(=O)N3CCCCC3)cc2)cc1OC	.	.	-3	1	.	.	0	-6	-2
O=S(=O)(c1ccc(C(F)(F)F)cc1)N1CCN(CCc2ccccc2)CC1	-3	0	2	-4	-1.5	0	1	-6	3
COc1cccc(N2CCN(C(=S)NCc3ccco3)CC2)c1	-1	-3	-2	-7	-0.8	-3	14	3	-1
COc1ccccc1NC(=O)CN1C(=O)CCS(=O)(=O)c2ccccc21	-3	1	2	-5	2.5	-5	6	-1	0
Cc1nnc(SCC(=O)N(CC(C)C)C2CCS(=O)(=O)C2)n1N (stereo not drawn)	.	.	3	0	.	.	5	1	-4
Cc1ccc(-c2cc(C(F)F)nc(NCc3cccnc3)n2)cc1	-2	-6	5	-1	-0.2	2	0	1	-1
O=C(N/N=C/c1ccccc1)C(=O)N/N=C/c1ccccc1	-3	5	3	-1	-1.8	3	4	0	5
Cc1cccc(NC(=S)NC(=O)/C=C/c2ccco2)c1	-2	8	6	-3	4.0	15	1	9	-10
Cc1ccc(CNC(=O)CN(C)S(=O)(=O)c2cccs2)cc1	0	6	0	-2	-1.1	2	-2	-4	-3
CCN(CC)S(=O)(=O)c1cc(NC(=O)COC(=O)c2sc3ccccc3c2Cl)ccc1C	43*	0	0	8	1.1	-4	-2	-4	-5
Cc1onc(-c2ccccc2Cl)c1C(=O)O/N=C(\N)c1ccc([N+](=O)[O-])o1	1	5	4	-1	-0.6	1	6	3	-13
Cc1sc2ncnc(N3CCCC(C)C3)c2c1C (stereo not drawn)	0	4	6	2	1.1	0	-2	-3	-5
CC(C(=O)O)n1nc(-c2ccccc2)c2ccccc21 (stereo not drawn)	0	4	8	3	0.2	-1	1	2	1
COc1ccc(Cl)cc1NC(=O)Cn1cccc1	-3	-2	2	3	-2.4	-3	3	2	2
c1ccc(CSc2ncccn2)cc1	-2	1	1	0	2.7	2	-2	-2	1
Cc1nn(CC(=O)NC2CCS(=O)(=O)C2)c(C)c1S(=O)(=O)N(C)C (stereo not drawn)	.	.	-3	14	.	.	2	-9	-2
CCc1nc2c(c(=O)c3ccccc3n2C)c(=O)n1-c1ccc(F)cc1	0	5	5	-2	-3.1	-2	4	11	4
Nc1cc(Cl)ccc1Oc1ccccc1	3	3	-3	1	0.3	1	0	6	0
COc1ccc(Br)cc1CN1CCN(C(=O)c2ccc(OC)c(OC)c2)CC1	3	4	1	4	1.0	1	3	-2	-4
COc1cccc(-c2noc(Cn3nc(C(=O)O)c4ccccc4c3=O)n2)c1	2	12	4	4	1.7	0	-3	6	0
Cc1cccc(OCC(=O)Nc2ccc3c(c2)nc(CCN2CCCCC2)n3C)c1	1	1	0	-7	3.5	0	-2	2	0
COC(=O)c1cccc(NC(=O)c2nn(C)c(=O)c3ccccc23)c1	3	-3	-2	1	0.4	-5	0	0	4

One compound at a time (already shown). Order of values: Fam108B counter, GSTO1 counter, Bcl-xL primary, PME-1 primary, MEX-5 binding, TPT1 inh, GLD-1 TGE inh, MCL1 BIM primary, PAD4 FP inh
Record of CC(C(=O)O)n1nc(-c2ccccc2)c2ccccc21 (stereo not drawn) : 0, 4, 8, 3, 0.2, -1, 1, 2, 1
Record of Cc1nnc(SCC(=O)N(CC(C)C)C2CCS(=O)(=O)C2)n1N (stereo not drawn) : ., ., 3, 0, ., ., 5, 1, -4

Next structures.
SMILES	Fam108B counter	GSTO1 counter	Bcl-xL primary	PME-1 primary	MEX-5 binding	TPT1 inh	GLD-1 TGE inh	MCL1 BIM primary	PAD4 FP inh
CCc1ccc(NC(=O)c2cccnc2)cc1	-2	5	-2	-7	-3.5	1	4	2	0
COc1cccc(OC)c1C(=O)N1CCN(Cc2cccnc2)CC1	2	2	9	4	2.3	3	0	8	2
Cc1ccccc1-c1n[nH]c(=S)n1Cc1ccccc1	-3	6	-20	-6	2.1	0	7	-10	0
COc1ccc(C(CNC(=O)c2cccc(S(=O)(=O)Nc3ccccc3Cl)c2)N2CCOCC2)cc1 (stereo not drawn)	-18	-27	4	-27	-1.3	-3	2	0	-4
Cc1cccc(-c2ccc3ncnc(NCc4cccs4)c3c2)c1	.	.	2	-13	.	.	1	0	9
Cc1ccc(S(=O)(=O)N(C)C)cc1NC(=O)c1ccncc1	2	0	-9	4	-0.5	-3	4	-2	0
CCN1CCN(CC(=O)Nc2cc(C(F)(F)F)ccc2OCCOC)CC1	-3	-19	-11	-5	-1.5	-5	-2	-17	-9
CC(=O)c1sc(-c2ccccn2)nc1C	1	10	9	0	0.6	-5	-2	13	0
CCOc1ccccc1NC(=O)Nn1cnnc1	3	-2	4	0	-2.6	0	-4	3	5
CCCCCCNC(=O)N[C@@H](C(=O)NCCC[C@H]1CN2C(=NC[C@@H]2Cc2ccccc2)N1CCc1cccc(OC)c1)C(C)C	6	1	-1	3	-3.5	0	-1	-33	2
COc1ccc(C(=O)N/C(=C\c2cccc3ccccc23)C(=O)N2CCN(C)CC2)cc1OC	1	-7	5	-2	2.3	-4	-5	6	4
O=S(=O)(/N=C/N1CCOCC1)c1ccc(Cl)cc1	1	6	5	-1	-4.5	-6	5	4	-1
CC(=O)Nc1ccc(S(=O)(=O)N(C)CC(=O)OCC(=O)N(CC(C)C)C2CCS(=O)(=O)C2)cc1 (stereo not drawn)	0	14	5	3	0.6	1	2	-3	3
O=C(O)c1cccc(CSc2nc(-c3ccccc3)cc(C(F)(F)F)n2)c1	3	10	6	-9	-3.0	0	-3	16	1
CC(=O)Nc1ccc(S(=O)(=O)NCc2ccc(C(=O)N3CCOCC3)cc2)cc1	1	2	5	3	2.1	-2	2	-1	-7
O=S(=O)(Cc1ccccc1)Nn1cnnc1	-1	0	4	2	-0.6	2	0	1	3
CCN(CC(=O)Nc1ccc(NC(C)=O)cc1)C(=O)COc1ccccc1-c1ccccc1	.	.	4	-3	.	.	-4	-1	6
COC1=C/C(=C/c2c(O)c(C#N)c3ccccn23)C=CC1=O	-4	12	5	4	5.4	30*	-22	-3	-5
COc1ccc(CNC(=O)C/C(C)=N/NC(=O)c2ccc([N+](=O)[O-])cc2Cl)cc1	8	-1	0	4	1.9	0	4	-2	0
S=c1[nH]nc(-c2ccco2)n1C1CCCCC1	1	7	1	0	0.6	-1	0	-16	2
CC(/C=C/c1ccccc1)=N\NC(=O)CCc1ccccc1	-2	5	-3	-5	-2.9	5	5	-6	3
O=C(Nc1ccc(S(=O)(=O)N2CCOCC2)cc1)C1CCN(S(=O)(=O)c2ccc(F)cc2)CC1	2	0	-5	1	0.3	-1	5	-6	7
O=C(CN1CCC(NC(=O)c2ccco2)CC1)Nc1ccccc1C(F)(F)F	0	2	8	5	2.9	-3	9	4	-2
CCOC(=O)CNc1ncc(C(F)(F)F)cc1Cl	0	-7	2	-1	2.2	-6	-7	-4	-2
O=C(Nc1ccccc1F)c1oc2ccccc2c1NC(=O)C1CC1	0	1	4	-3	-1.7	-1	0	11	5

Records listed so far printed as active in TPT1 inh.
| canonical_smiles | Bcl-xL primary | PME-1 primary | MEX-5 binding | TPT1 inh | GLD-1 TGE inh | MCL1 BIM primary | PAD4 FP inh |
| --- | --- | --- | --- | --- | --- | --- | --- |
| COC1=C/C(=C/c2c(O)c(C#N)c3ccccn23)C=CC1=O | 5 | 4 | 5.4 | 30* | -22 | -3 | -5 |

An excerpt of these results, with each value named:
mol: COc1cccc(-c2noc(Cn3nc(C(=O)O)c4ccccc4c3=O)n2)c1
  Fam108B counter = 2
  GSTO1 counter = 12
  Bcl-xL primary = 4
  PME-1 primary = 4
  MEX-5 binding = 1.7
  TPT1 inh = 0
  GLD-1 TGE inh = -3
  MCL1 BIM primary = 6
  PAD4 FP inh = 0
mol: S=c1[nH]nc(-c2ccco2)n1C1CCCCC1
  Fam108B counter = 1
  GSTO1 counter = 7
  Bcl-xL primary = 1
  PME-1 primary = 0
  MEX-5 binding = 0.6
  TPT1 inh = -1
  GLD-1 TGE inh = 0
  MCL1 BIM primary = -16
  PAD4 FP inh = 2
mol: Cc1cccc(-c2ccc3ncnc(NCc4cccs4)c3c2)c1
  Fam108B counter = .
  GSTO1 counter = .
  Bcl-xL primary = 2
  PME-1 primary = -13
  MEX-5 binding = .
  TPT1 inh = .
  GLD-1 TGE inh = 1
  MCL1 BIM primary = 0
  PAD4 FP inh = 9
mol: CCN1CCN(CC(=O)Nc2cc(C(F)(F)F)ccc2OCCOC)CC1
  Fam108B counter = -3
  GSTO1 counter = -19
  Bcl-xL primary = -11
  PME-1 primary = -5
  MEX-5 binding = -1.5
  TPT1 inh = -5
  GLD-1 TGE inh = -2
  MCL1 BIM primary = -17
  PAD4 FP inh = -9

The results go on:
SMILES	Fam108B counter	GSTO1 counter	Bcl-xL primary	PME-1 primary	MEX-5 binding	TPT1 inh	GLD-1 TGE inh	MCL1 BIM primary	PAD4 FP inh
CCCOc1ccc(CSC2=NCCN2)cc1[N+](=O)[O-]	5	-15	6	-2	1.1	-5	-10	5	7
CCOC(=O)C1CCN(C(=O)Cn2cnc3sc(C)c(S(=O)(=O)N4CCC(C)CC4)c3c2=O)CC1	-1	4	4	5	-0.5	-2	-4	3	-5
N#CCC(=O)N/N=C/c1cc([N+](=O)[O-])ccc1N1CCCC1	1	0	3	1	0.2	1	1	2	-3
Clc1ccc2[nH]c3c(NCCCN4CCOCC4)ncnc3c2c1	5	-12	2	-12	0.7	0	-2	-2	1
O=C(O)Cn1c(P(=O)(O)c2ccccc2)nc2ccccc21	0	3	8	1	2.3	-4	1	3	-2
COc1cc(O)c(C(CC(=O)N2CCOCC2)c2ccc3c(c2)OCO3)c(OC)c1 (stereo not drawn)	-1	0	5	1	0.2	-2	-5	9	2
Cc1cc(Cl)cc(C)c1OCCCCCn1ccnc1	1	-1	1	-1	-3.5	-6	-2	-6	-4
COC(=O)C1=C(N)Oc2cc(C)n(Cc3ccncc3)c(=O)c2C1c1cccnc1 (stereo not drawn)	4	1	2	4	-1.3	-2	0	0	1
Cc1cccc(N2C(=O)CC(Sc3nc(C)cc(C)n3)C2=O)c1 (stereo not drawn)	-2	3	2	-6	1.6	-4	-1	6	-4
O=C(NCCc1ccccc1)C(=O)Nc1ccc([N+](=O)[O-])cc1	-1	4	0	-6	-1.2	-1	5	0	-2
CCOC(=O)N1CCC(Nc2c(-c3ccccc3)c(=O)c2=O)CC1	0	2	-1	2	-0.6	0	-4	4	-6
COCCNC(=O)CSCc1nc(-c2ccc(SC)cc2)oc1C	-1	-4	-1	7	1.1	2	2	-4	0
CCNc1c(C(=O)O)ccc2c1C(=O)c1ccccc1C2=O	0	4	21	5	-1.8	-6	4	18	1
COCCN1C(=O)N[C@@H](c2ccccc2)C(C(=O)OC)=C1C	2	9	1	-2	.	-1	9	-1	5
O=C(NNS(=O)(=O)c1ccc(F)cc1)c1cnccn1	3	1	3	1	-21	-2	-1	-2	-1

Only part of the results is shown; the hit share may differ from the screen's.
